Screening results (PubChem)
ST2 inh: blocks human ST2 binding to IL-33 | AlphaLISA ST2-Fc/biotin-IL-33 interaction, 1 h | inhibition, % for hits at 17 µM | 2.3% of 78,000 active; in the data active = inhibition above about 30%; inconclusive = mostly about 10% to 28%
Target sequence (Q01638 whole entry, looked up): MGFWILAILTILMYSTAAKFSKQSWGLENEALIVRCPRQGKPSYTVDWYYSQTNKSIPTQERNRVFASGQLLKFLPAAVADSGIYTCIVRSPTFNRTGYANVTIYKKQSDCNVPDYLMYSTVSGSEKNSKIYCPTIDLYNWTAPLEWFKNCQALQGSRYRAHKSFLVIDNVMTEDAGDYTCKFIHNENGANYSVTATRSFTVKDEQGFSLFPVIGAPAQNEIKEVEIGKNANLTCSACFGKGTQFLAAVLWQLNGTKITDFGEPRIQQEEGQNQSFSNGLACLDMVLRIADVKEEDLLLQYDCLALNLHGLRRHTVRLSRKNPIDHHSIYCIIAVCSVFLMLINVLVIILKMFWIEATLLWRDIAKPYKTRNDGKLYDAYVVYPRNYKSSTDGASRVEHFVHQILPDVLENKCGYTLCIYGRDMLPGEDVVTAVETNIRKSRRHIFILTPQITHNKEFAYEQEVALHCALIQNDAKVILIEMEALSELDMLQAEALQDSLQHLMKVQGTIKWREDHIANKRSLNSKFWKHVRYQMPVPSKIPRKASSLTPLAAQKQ
* marks the source's active call; other numbers are inactive results; i = inactive; u = inconclusive. This is a subset. The share of hits here may be higher or lower than overall.

item | Compound | ST2 inh
1 | CC(C)(C)c1nnc([C@H]2CCN(C(=O)c3ccccc3)C2)o1 | i
2 | CN(CCNc1ncnc2nc[nH]c12)Cc1ccccc1 | i
3 | COc1ccccc1C(=O)NC(=Nc1nc(C)cc(C)n1)Nc1ccccc1 | i
4 | Cc1ccc(N2C(=O)[C@H]3C4c5ccccc5C(CO)(c5ccccc54)[C@H]3C2=O)c(Br)c1 | i
5 | O=C1c2ccccc2NC(c2ccc(O)cc2)N1c1ccccc1 (centres undefined) | i
6 | Cc1ccc(C2CC(C(F)(F)F)n3ncc(C(=O)Nc4ccc5c(c4)OCO5)c3N2)cc1 (centres undefined) | i
7 | CCN(Cc1cccc(OC)c1O)CC1CCOCC1 | i
8 | OC[C@@H]1O[C@H](CNC2CCOCC2)[C@H](N2CCCCC2)[C@@H]1O | u
9 | CN(C/C=C/c1ccccc1)CC1(CO)CC1 | i
10 | O=C(c1cnc2n(c1=O)CCS2)N(C1CCCCC1)C1CCCCC1 | i
11 | CCN(C(=O)Cc1c(C(=O)O)[nH]c2ccc(Cl)cc12)c1cc(OC)ccc1OC | i
12 | Cc1nn(Cc2ccccc2)c(C)c1NC(=O)c1cc(-c2ccco2)on1 | i
13 | CCOc1cccc(CN(Cc2nc[nH]c2C)C2CC2)c1 | u
14 | Cc1cccc(CC(=O)NC2CC(=O)N(c3cccc(F)c3)C2)c1 (centres undefined) | u
15 | CCn1c2c(c3cc(C(=O)O)ccc31)CCCC2=O | u
16 | Cc1cccc(C)c1NC(=O)c1ccc(N(Cc2ccc(Cl)cc2)S(C)(=O)=O)cc1 | i
17 | O=C(NCCC1=CCCCC1)c1ccc(CS(=O)(=O)c2ccc(Br)cc2)o1 | i
18 | CC(=O)c1ccccc1C(=O)N1CCCC(CNC(=O)c2ccc(-c3ccccc3)cc2)C1 (centres undefined) | i
19 | Cc1ccc(OC2(C(=O)NCc3cccc(C)c3C)CCNCC2)cc1 | u
20 | Cc1ccc(NC(=O)CCC(=O)O)cc1I | i
21 | CCN(C(=O)CCN1CCC(N2CCCC2=O)CC1)c1ccccc1 | u
22 | O=C(C1CCN(S(=O)(=O)c2cccnc2)CC1)N1CCN(c2ccccc2)CC1 | i
23 | CCN(CC)C(=O)CNS(=O)(=O)c1ccccc1N | i
24 | COc1ccc(Br)cc1S(=O)(=O)n1ccnc1-c1ccccc1 | i
25 | COc1ccc(Cl)cc1S(=O)(=O)N1CCN(c2cc(-c3ccc(C)cc3)ncn2)CC1 | i
26 | COc1cccc(F)c1-c1ccc2cc[nH]c(=O)c2c1 | u
27 | O=C(CC(c1ccccc1)c1ccccc1Cl)N1CCC(N2CCCC2)CC1 (centres undefined) | i
28 | COc1ccc(S(=O)(=O)N2CCN(Cc3nc4cccnc4n3-c3cc(C)cc(C)c3)CC2)cc1OC | i
29 | CCOC(=O)C1CCN(C(=O)C2CCN(S(=O)(=O)c3cccc4cccnc34)CC2)CC1 | u
30 | O=C1N=c2ccc(F)cc2=C1c1sc(Nc2ccc(F)cc2)nc1O | 48.0%*
31 | COc1ccc(CNC(=O)C2CCN(Cc3ccccc3F)CC2)cc1 | i
32 | Cc1cccc(C)c1NC(=O)NCCc1nc2cccnc2n1C1CCCC1 | i
33 | O=C(N[C@H]1CCN2C(=O)N(c3cccc(C(F)(F)F)c3)C(=O)[C@@H]2C1)c1ccncc1 | 56.0%*
34 | Cc1nc2n(n1)C(c1ccccc1)C=C(c1ccccc1)N2 (centres undefined) | i
35 | Cc1cccc(OCC(=O)Nc2cccc(OCc3cc(=O)n4ccc(C)cc4n3)c2)c1 | i
36 | CCCCCC(=O)Nc1ccc(S(=O)(=O)Nc2cc(OC)ncn2)cc1 | u
37 | O=C(CNS(=O)(=O)c1ccc(Br)s1)NCc1ccccc1 | i
38 | COc1cc(C=C2C(=O)OC3(CCCCC3)OC2=O)cc(Br)c1O | i
39 | COc1cccc(C2C(=O)N(C3CCCCC3)CC(=O)N2Cc2ccco2)c1 (centres undefined) | i
40 | COc1ccccc1NC(=O)C1=C(C)Nc2nnnn2C1c1ccc(C(C)C)cc1 (centres undefined) | u
41 | Cc1ccc(-c2nnc(-c3nc(NC(C)(C)C)c4ccccc4n3)o2)cc1 | i
42 | COc1ccc(Nc2nc3c(F)cccc3s2)cc1 | i
43 | O=C(COc1ccc(Cl)cc1Cl)Nc1ccc(F)cc1F | i
44 | CCC(NC(=O)C1(Nc2ccc(C)cc2)CCCC1)c1cnn(C)c1 (centres undefined) | i
45 | Cc1[nH]cnc1-c1nccn1CCc1cnn(-c2ccccc2)c1 | u
46 | COc1ccc(CC(=O)Nc2ccccc2Cl)cc1 | i
47 | CC1=C[C@@H](CN2CCC(CO)CC2)[C@H](C(C)C)C[C@H]1Cc1nnc(-c2ccccc2)o1 | u
48 | Cc1ccc(-n2nc3c4c(cccc4c2=O)-c2ccccc2-3)cc1 | u
49 | CCCCNC(=O)Cn1cnc2sc3c(c2c1=O)CCCC3 | i
50 | COc1cccc(N2CCN(C3CC(=O)N(c4ccc(Cl)c(Cl)c4)C3=O)CC2)c1 (centres undefined) | u
51 | Cc1ccc(CSC2=NCCN2C(=O)C2CCCC2)cc1 | i
52 | CN(Cc1ccon1)C(=O)c1ccccc1-c1nc(-c2ccccc2)no1 | i
53 | Nc1ccnc(N2C[C@@H]3C[C@H](C2)[C@@H]2CCCC(=O)N2C3)n1 | i
54 | CC(C)c1ccc(NS(=O)(=O)c2cccc3cccnc23)cc1 | i
55 | C#CCNC[C@@H]1C=C(C)[C@H](Cc2nnc(-c3ccc(C)cc3)o2)C[C@H]1C(C)C | i
56 | CC(=Nc1ccccc1C)C1=C(O)CC(C)(C)CC1=O | i
57 | Cc1nc(CCC(=O)N2CCOC(c3ccc(Cl)c(Cl)c3)C2)n[nH]1 (centres undefined) | i
58 | COc1cc([N+](=O)[O-])ccc1NC(=O)COc1ccc(Br)cc1C | i
59 | COc1ncc(C(=O)NC2CC(=O)N(CCc3ccc(F)cc3)C2)cn1 (centres undefined) | i
60 | CC(C)O[C@H]1CN(c2nc(-c3ccncc3)nc3c2CNC3)C[C@@H]1O | i

Reprinted from the part before: 2 entries; new compounds follow.
item | Compound | ST2 inh
59 | COc1ncc(C(=O)NC2CC(=O)N(CCc3ccc(F)cc3)C2)cn1 (centres undefined) | i
60 | CC(C)O[C@H]1CN(c2nc(-c3ccncc3)nc3c2CNC3)C[C@@H]1O | i
61 | N#Cc1ccc(NC(=O)c2cc(C3CC3)on2)cc1 | i
62 | Fc1cccc(CSc2c[nH]c3ccccc23)c1 | u
63 | CN(CC(=O)NCC1CCCN(C)C1)Cc1ccccc1F (centres undefined) | u
64 | CCc1cn[nH]c1C1CCN(C(=O)C2(c3ccc(OC)cc3)CC2)CC1 | u
65 | CN(C)S(=O)(=O)Nc1ccc2c(c1)NC(=O)CC2c1cc2ccccc2o1 (centres undefined) | i
66 | N#CC1=C(N)SC(N)=C(C#N)C1c1ccc(Cl)cc1Cl | i
67 | Cc1nc2ccccc2n1C(=O)c1ccccc1C(=O)O | i
68 | c1ccc(-c2cc(CC3(NCC4CCCCC4)COC3)no2)nc1 | u
69 | Cc1cc(N2CCOCC2)nc2ccc(NC(=O)CCC(=O)NC3CCCC(C)C3C)cc12 (centres undefined) | i
70 | O=c1c2sccc2n(Cc2ccccc2F)c(=O)n1-c1ccccc1 | i
71 | Cc1c(CC(=O)NCc2ccon2)c2c(n1CC(C)C)CC(C)(C)CC2=O | i
72 | COc1ccc2nc(NC(=O)Cc3c(C(=O)O)[nH]c4ccc(Cl)cc34)sc2c1 | i
73 | CCc1cccc(CC)c1NS(=O)(=O)c1ccc2c(c1)c(=O)n(C)c(=O)n2C | i
74 | CCCn1c(C(C)NC(=O)COC)nc2ccccc21 (centres undefined) | u
75 | O=C(CN1C(=O)/C(=C\c2ccc(C(F)(F)F)cc2)Sc2ccccc21)N1CCCC1 | 30.0%*
76 | N#CC1=C2SCN(C3CCCCC3)CN2C(=O)CC1c1c(F)cccc1Cl (centres undefined) | i
77 | COC(=O)c1sc2ccccc2c1NC(=O)c1cc(OC)cc(OC)c1 | i
78 | Cc1cnn(-c2cnn(CCO)c2)c1 | i
79 | Cc1ccc(C)c(NC(=O)c2cnc3scc(C)n3c2=O)c1 | i
80 | CCC(=O)N1CCc2cc(Br)cc(S(=O)(=O)Nc3ccc(OC)cc3)c21 | i
81 | C=CCNC(=O)c1cnn(-c2ccccc2)c1NC(C)=O | i
82 | COC(c1ccc2c(c1)CN(C(=O)c1cccc(Cn3cccn3)c1)CCO2)C1CCCCC1 (centres undefined) | u
83 | CC1CC(C)CN(S(=O)(=O)c2ccc(Cl)cc2)C1 (centres undefined) | i
84 | O=C(c1cc(C2CC2)on1)N1CCN(c2ccccc2)CC1 | i
85 | CC(=O)Nc1ccc(-c2c(-c3ccccc3)ncn2Cc2ncc[nH]2)cc1 | u
86 | CCOC(=O)CNC(=O)N1CCCC(C(=O)c2ccc(SC)cc2)C1 (centres undefined) | i
87 | COCCOc1ccc(C(=O)N[C@@H]2CN(C3CCN(C)CC3)CCC[C@H]2O)cc1 | u
88 | COc1ccccc1C(=O)N1CCN(C/C=C/c2ccccc2)CC1 | i
89 | Cc1cn(Cc2nc(-c3sccc3C)oc2C)cn1 | u
90 | CN(C)CCCn1c(-c2ccc(Cl)cc2)csc1=Nc1ccccc1 | 45.0%*

7 compounds from above, ordered by count of non-hydrogen atoms, ascending.
item | Compound | ST2 inh
62 | Fc1cccc(CSc2c[nH]c3ccccc23)c1 | u
89 | Cc1cn(Cc2nc(-c3sccc3C)oc2C)cn1 | u
66 | N#CC1=C(N)SC(N)=C(C#N)C1c1ccc(Cl)cc1Cl | i
84 | O=C(c1cc(C2CC2)on1)N1CCN(c2ccccc2)CC1 | i
70 | O=c1c2sccc2n(Cc2ccccc2F)c(=O)n1-c1ccccc1 | i
85 | CC(=O)Nc1ccc(-c2c(-c3ccccc3)ncn2Cc2ncc[nH]2)cc1 | u
72 | COc1ccc2nc(NC(=O)Cc3c(C(=O)O)[nH]c4ccc(Cl)cc34)sc2c1 | i

(listing goes on)
item | Compound | ST2 inh
91 | CCCC(C(=O)N1CCC2(CC1)CN(C)CCN2C)n1cccc1 (centres undefined) | i
92 | COCCn1cc(C(=O)N2CCCC(C)C2)c2c3ccccc3n(C)c2c1=O (centres undefined) | i
93 | Cc1ccc(-c2cc(N3CCN(S(=O)(=O)c4ccccc4C)CC3)ncn2)cc1 | i
94 | CC1CCc2c(sc(NC(=O)c3cnn4c(C(F)(F)F)cc(-c5ccco5)nc34)c2C#N)C1 (centres undefined) | i
95 | Cc1ccc(-c2cc(C(=O)N3CCOCC3)c3ccccc3n2)c(C)c1 | i
96 | O=C(NC(c1ccccc1)c1ccccc1)c1cccs1 | u
97 | O=c1cc(Cl)sn1Cc1ccccc1 | u
98 | Cc1ccc(Sc2c(C)nn(S(=O)(=O)c3ccccc3[N+](=O)[O-])c2C)cc1 | u
99 | CCC(=O)Nc1cccc(OCC(=O)N2CCCC2c2nonc2C)c1 (centres undefined) | i
100 | O=C1c2ccccc2C(=O)N1CC1c2ccccc2CCN1S(=O)(=O)c1ccccc1 (centres undefined) | i
101 | CCC(C)NC(=O)CN1CCN(Cc2ccc(F)cc2Cl)C1=O (centres undefined) | i
102 | COc1cccc(NC(=O)COc2ccc(Br)c(C)c2)c1 | i
103 | Cc1ncc2c(c1CNC(=O)CSc1ccccc1)CCN(C(=O)/C=C/C(C)C)C2 | i
104 | CC(C)N(C)CC#CC(O)(c1ccccc1)C1CCCC1 (centres undefined) | u
105 | O=C1N/C(=N/O)S/C1=C/c1ccc([N+](=O)[O-])cc1 | i
106 | C=CCNc1nc(-c2ccc(Cl)cc2)nc2ccccc12 | i
107 | Cc1cnn(C)c1NC(=O)c1cccc(CN(C)Cc2cnccn2)c1 | i
108 | CS(=O)(=O)c1ccc2nc(NC(=O)Nc3ccccc3)sc2c1 | i
109 | CCc1nnc(NC(=O)c2ccc(S(=O)(=O)N3CCC(C)CC3)cc2)o1 | i
110 | Cc1cccc(Cc2c(C)[nH]c(=O)c(C#N)c2C)c1 | u
111 | Cc1ccc(NCN2C(=O)c3ccccc3C2=O)cc1Cl | i
112 | Cc1ccc(NC(=O)C(=O)NCCN2CCN(S(C)(=O)=O)CC2)cc1C | i
113 | CCOc1ccc(C2C(C#N)=C(N)Oc3n[nH]c(-c4ccc(C)cc4)c32)cc1 (centres undefined) | i
114 | CCOC(=O)c1ncn2c1CN(C)C(=O)c1cc(F)ccc1-2 | i
115 | COc1cc(NC(=O)c2ccc(Cl)cc2Cl)c(OC)cc1Cl | i
116 | CCCc1cc(=O)oc2c(CN3CCC(C)CC3)c(O)ccc12 | i
117 | Nc1nnc(CCCCn2c(-c3nonc3N)nc3ccccc32)s1 | u
118 | CCc1ccccc1NS(=O)(=O)c1ccc(OC)cc1 | i
119 | O=[N+]([O-])C1=C(Nc2ccc(Cl)c(Cl)c2)CS(=O)(=O)C1 | u
120 | O=C(O)C(CO)Nc1nc(-c2ccccc2)nc2ccccc12 (centres undefined) | i
121 | Cc1csc2ncc(C(=O)Nc3ccc(C(C)C)cc3)c(=O)n12 | i
122 | Cn1cc(CC(=O)NCC2CCCO2)c2ccccc21 (centres undefined) | i
123 | O=C(Nc1ccc(Cl)cc1)c1cnc2n(c1=O)CCS2 | u
124 | c1ccc(Nc2c3c(nc4ccccc24)CCC3)cc1 | i
125 | COc1ccc(-n2ncc3c(N4CCN(c5ccccc5)CC4)ncnc32)cc1 | u
126 | O=C(Nc1ccncc1)c1ccc(C(=O)Nc2ccncc2)cc1 | i
127 | Cc1cccc(S(=O)(=O)N2CCSC2c2ccccc2Cl)c1 (centres undefined) | i
128 | COCC(C)NC(=O)c1cc2c(=O)n3cccc(C)c3nc2n1C (centres undefined) | i
129 | CSc1nc2sc3c(c2c(=O)n1-c1ccccc1)CC(C(C)C)OC3 (centres undefined) | u
130 | CC(C)NC(=O)C[C@@H]1CCNC[C@@H]1Cc1cc(-c2ccccc2)on1 | u
131 | COc1ccc2cc3cc(C(=O)N(C)c4cc(Cl)ccc4OC)oc3nc2c1 | u
132 | CC1=C(C(=O)Nc2ccc(Cl)cc2)C(c2cc(Cl)ccc2OC(F)F)n2ncnc2N1 (centres undefined) | u
133 | Cc1cc2c(c(=O)o1)C(c1ccccc1C(F)(F)F)C(C#N)=C(N)O2 (centres undefined) | i
134 | CC(=O)Nc1cc(Cl)ccc1OCc1cc(=O)n2oc(C)cc2n1 | i
135 | CC(=O)Nc1ccc(Cl)c(C(=O)NCC(O)c2ccccc2)c1 (centres undefined) | i
136 | COc1ccccc1C1C(Oc2ccccc2C)C(=O)N1c1cccc([N+](=O)[O-])c1 (centres undefined) | 33.0%*
